Screening data deposited in PubChem BioAssay by Sanford-Burnham Center for Chemical Genomics.
TIM10 inh = inhibits growth of TIM10 yeast strain; S. cerevisiae TIM10 strain growth, BacTiter-Glo luminescence, 24 h; hit rate 1.4% among 330,000; inhibition, % at 10 µM;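 active means inhibition of 40% or more at the single tested concentration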;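 further: wild-type TIM10 isogenic control strain grown at permissive 25 °C; 0% = DMSO yeast wells and 100% = minimal medium wells without yeast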
UPR XBP1 act = activators of adaptive arm of unfolded protein response (XBP1) | CHO-XBP1 luciferase reporter, IRE1-XBP1 UPR activation, luminescence; percent of tunicamycin response, DMSO as zero | activation, % at 20 µM | hit rate 0.33% among 330,000;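 active means versus positive control, 20 µM dose yields 30% or more activation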;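 further: 100% = tunicamycin at 10 µg/mL and 0% = DMSO only wells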
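Material: CHO-XBP1 cells stably carrying IRE1-XBP1-driven luciferase reporter / Amount: 1000 cells per well / Compound: 20 µM, 1% DMSO / Times: 6 h treatment, 37 °C / Detection: luciferase luminescence / Measure: % activation of reporter signal versus tunicamycin and DMSO controls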
tim23-1 inh = tim23-1 yeast growth inhibition. S. cerevisiae tim23-1 growth, BacTiter-Glo luminescence, 24 h. inhibition, % at 20 µM. hit rate 1.3% among 330,000;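 active means growth inhibition of the mutant yeast at or above 50%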;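 further: temperature-sensitive mutant grown at 25 °C; plate controls were DMSO-treated mutant yeast for no effect and medium wells lacking yeast for full effect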
CXCR6 inh = blocks human CXCR6 beta-arrestin recruitment | CHO-K1 PathHunter CXCR6 beta-arrestin, luminescence | inhibition, % at 20 µM | hit rate 0.36% among 360,000; in the data active means inhibition above about 34%, passing the limit was not always enough;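 further: antagonist mode with CXCL16 agonist at 10 nM final; 0% = 10 nM CXCL16 with DMSO and 100% = unstimulated wells without agonist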
UPR CHOP act = apoptotic UPR (CHOP) activation; CHO-CHOP luciferase reporter, luminescence; percent of tunicamycin response over DMSO baseline; activation, % at 10 µM; hit rate 0.34% among 330,000; AID 449763;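 active means at 10 µM dose, activation of 40% or more, normalized to positive control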;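 further: 100% = tunicamycin at 10 µg/mL and 0% = DMSO alone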
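Material: CHO-CHOP cells, stable luciferase reporter of PERK-eIF2a-CHOP signalling; quantity: 500 reporter cells seeded per well; buffer or medium: F12 medium containing 10% fetal bovine serum; compound: one dose, 10 µM in 0.5% DMSO; incubation: 6 h compound treatment, 37 °C; measured by: Steady-Glo luciferase luminescence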
APJ antagonist = APJ receptor antagonism. hit rate 0.32% among 330,000. CHO-K1 APJ beta-arrestin complementation, luminescence. P35414. AID 2521. inhibition, % at 20 µM;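 active means inhibition above about 40% at 20 µM, limit read from the data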;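 further: cells challenged with 10 nM apelin-13 agonist together with compound; plate controls were apelin-13 plus DMSO wells for no effect and DMSO wells lacking apelin-13 for full effect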
APJ ag = APJ receptor agonism; P35414; CHO-K1 APJ PathHunter beta-arrestin, luminescence; 0% DMSO wells, 100% apelin; activation, % at 20 µM; hit rate 0.11% among 330,000; AID 2520;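 active means activation more than six SD over the plate average, tested at 20 µM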;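 further: 0% = DMSO alone and 100% = apelin-13 at 10 nM; some results filed as inactive read as strong as hits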
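Test system: CHO-K1 APJ beta-arrestin complementation cell line. Amount: cell density 1000 per well. Controls: DMSO negative, 10 nM Apelin-13 positive. Signal: luminescent beta-gal fragment complementation, chemiluminescent substrate. Read-out basis: agonist-driven arrestin binding to APJ. Timing: compound stimulation 90 min at 25 °C, detection 60 min.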
Mdm2-MdmX inh = human Mdm2/MdmX binding inhibition; O15151+Q00987; inhibition, % at 8 µM; SaOS-2 split-luciferase Mdm2/MdmX complementation, luminescence; hit rate 3% among 330,000;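 active means inhibition of at least 50% at 8 µM in the primary screen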
Target sequence (O15151 whole entry, looked up): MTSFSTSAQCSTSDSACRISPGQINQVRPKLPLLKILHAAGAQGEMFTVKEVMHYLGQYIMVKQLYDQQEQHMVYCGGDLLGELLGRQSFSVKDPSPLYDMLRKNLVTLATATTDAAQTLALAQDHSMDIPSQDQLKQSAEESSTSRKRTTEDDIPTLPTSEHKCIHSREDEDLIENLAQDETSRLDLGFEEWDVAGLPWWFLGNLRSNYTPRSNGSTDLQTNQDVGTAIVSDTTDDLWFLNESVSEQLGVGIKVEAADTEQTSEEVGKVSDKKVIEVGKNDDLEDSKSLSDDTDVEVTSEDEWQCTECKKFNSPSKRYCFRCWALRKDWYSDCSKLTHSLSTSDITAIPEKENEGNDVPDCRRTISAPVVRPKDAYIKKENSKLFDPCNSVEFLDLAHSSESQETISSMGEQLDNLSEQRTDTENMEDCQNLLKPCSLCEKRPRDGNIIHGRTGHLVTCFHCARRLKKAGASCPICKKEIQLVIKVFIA
Target sequence (Q00987 whole entry, looked up): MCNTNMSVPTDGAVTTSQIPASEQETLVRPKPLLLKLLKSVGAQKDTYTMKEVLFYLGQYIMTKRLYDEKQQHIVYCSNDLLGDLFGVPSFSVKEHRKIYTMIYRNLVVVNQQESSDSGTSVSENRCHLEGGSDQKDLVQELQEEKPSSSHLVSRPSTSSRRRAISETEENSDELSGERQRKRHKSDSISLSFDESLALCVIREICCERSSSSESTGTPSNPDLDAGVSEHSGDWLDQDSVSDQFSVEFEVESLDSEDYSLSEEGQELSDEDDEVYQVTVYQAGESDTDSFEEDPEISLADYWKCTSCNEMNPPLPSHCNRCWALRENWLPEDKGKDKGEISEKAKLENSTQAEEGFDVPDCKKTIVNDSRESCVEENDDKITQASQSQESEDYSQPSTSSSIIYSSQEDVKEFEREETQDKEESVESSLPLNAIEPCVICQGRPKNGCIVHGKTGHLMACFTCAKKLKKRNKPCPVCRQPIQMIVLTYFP
tim10-1 inh = tim10-1 yeast growth inhibition. S. cerevisiae tim10-1 ts strain growth, BacTiter-Glo, 24 h. inhibition, % at 20 µM. hit rate 2.2% among 330,000;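 active means inhibition of at least 40%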;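 further: mutant grown at 25 °C; 0% = DMSO wells with yeast and 100% = wells holding no yeast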
* = called active by the depositor; i = inactive.

Order of values – TIM10 inh, UPR XBP1 act, tim23-1 inh, CXCR6 inh, UPR CHOP act, APJ antagonist, APJ ag, Mdm2-MdmX inh, tim10-1 inh
[1] CN(C)c1ccc(C2N3CC4(C)CN2CC(C)(C3)C4O)cc1 (configuration not stated)
 : -5, -3, 3, 3, -0.5, -3, -3, -2, -13
[2] c1ccc2sc(Cc3nnc4n3CCCCC4)nc2c1
 : 0, -2, 4, -10, 1.8, 8, 0, 9, -4
[3] COC(C/C=C\[C@@H](O)COCc1ccccc1)OC
 : -8, 2, -2, -1, -0.2, -4, 6, 26, -11
[4] COCc1nnc(NC(=O)CC(C)C)s1
 : 0, -4, 20, -15, -1.1, 3, -5, -2, 18
[5] CC(C)(C)C(=O)C(Cc1ccccc1Cl)n1cncn1 (configuration not stated)
 : -40, 0, i, -9, 4.6, 13, -5, 41, -16
[6] Cc1ccc(/C=N\NC(=O)Cc2noc3ccccc23)cc1
 : 10, 0, 0, 10, 2.5, 6, -3, -16, -14
[7] COc1ccc(C(=O)N2CCN(C3CCC(c4ccccc4)CC3)CC2)cc1OC (configuration not stated)
 : -5, -1, -1, 1, 1.8, 0, 0, 28, 26
[8] Cc1cc(NC(=O)/C=C/c2ccc(Cl)cc2)no1
 : 28, 2, -1, -3, 9.9, -3, 6, -12, 5
[9] CCCNC(=O)c1ccccc1C(=O)NCCC
 : -12, -1, 5, 2, 2.3, 2, 2, -13, 19
[10] CCCc1cc(C(=O)Nc2cc(C)ccc2O)no1
 : 4, -1, 11, 2, 5.6, 16, -4, -83, -6
[11] NS(=O)(=O)c1ccc(CCNC(=O)c2ccc(Br)s2)cc1
 : -3, -2, -2, -4, 1.5, -8, -1, 2, 8
[12] CC(C)(C)c1ccc(OCC(O)CN2CCCC2)cc1 (configuration not stated)
 : -17, 6, -11, -5, -1.2, -15, -2, 17, 16
[13] O=C(NC(=S)N1CCN(CCO)CC1)C12CC3CC(CC(C3)C1)C2
 : -1, -1, 8, -3, 1.1, -1, -3, -2, 2
[14] CCCCc1nc2cc(C(=O)N3CCCCC3CC(=O)OCC)ccc2o1 (configuration not stated)
 : 18, -3, 21, -1, 5.5, -8, 6, 7, 29
[15] Cn1nnc2c(C(N)=O)ncn2c1=O
 : 9, -6, -14, 0, 1.5, -11, 4, -5, -9
[16] NC(=O)c1ccc(Oc2ccc(Cl)cc2)c([N+](=O)[O-])c1
 : 36, -1, 31, 3, -0.6, 13, -2, 11, 28
[17] Cc1ccccc1NC(=O)CCNS(=O)(=O)c1ccc2[nH]c(=O)oc2c1
 : -6, -5, 13, 0, 1.9, -4, -2, -14, 2
[18] CCCn1c(SC(C)C(=O)NCC2CCCO2)nc2cc(Cl)ccc2c1=O (configuration not stated)
 : -35, -4, 26, 9, 0.7, -14, -8, -14, -41
[19] Cc1ccc(CCNC(=O)C2CCN(S(=O)(=O)c3ccc4c(c3)oc(=O)n4C)CC2)cc1
 : 4, -2, -2, -1, 2.6, -3, -8, 13, 6
[20] COc1ccc(/C=N/NC(=O)CCc2n[nH]c(=O)[nH]c2=O)cc1O
 : -21, -3, -3, 4, 0.0, -3, -2, 19, -8
[21] O=C(/C=C/c1ccc(F)cc1)NCC1(c2ccccc2)CCOCC1
 : 11, -1, 25, 0, -1.8, 30, -3, 5, 16
[22] COc1ccc(Nc2nc(N)nc(CSc3n[nH]c(-c4ccccc4)n3)n2)cc1
 : -8, 1, -8, -14, -0.4, -6, 1, -2, 7
[23] CS(=O)(=O)c1ccc(C(=O)Nc2ccc(N3CCOCC3)cc2)c(Cl)c1
 : -4, -4, 0, -1, -0.9, -2, -2, 11, -15
[24] COC(=O)c1[nH]c2cc(OC)ccc2c1NC(=O)CCN1CCCC(C)(C)C1
 : -12, 0, 74*, 2, -2.4, -6, -4, 6, -1
[25] COc1cc(/C=C/C(=O)OCC(=O)NCCC2=CCCCC2)cc(OC)c1OC
 : -1, -2, 24, 4, -1.6, 11, -4, -16, 21
[26] Cc1ccc(C(=O)c2ccccc2C(=O)OCC(=O)N2CCCC2)cc1
 : 1, 4, 10, -5, 3.9, 11, -4, -32, 17
[27] CCOc1ccccc1C(=O)Nc1nccs1
 : 10, 6, 29, 6, -0.2, -2, -2, 3, 20
[28] CCC(=O)Nc1nc2ccccc2n1Cc1ccc(C)cc1
 : 16, 2, 15, 29, 2.3, 18, -4, 38, 23
[29] COc1cnc(-c2ccccc2)nc1Oc1ccccc1C
 : -13, -3, 3, 13, -2.6, -2, -4, 10, -14
[30] CC(NC(=O)COC(=O)c1ccc([N+](=O)[O-])s1)c1ccccc1 (configuration not stated)
 : 20, -2, 10, -14, 2.2, -52, 6, 26, 18

Reformatted as labelled records: entries from further up
22) COc1ccc(Nc2nc(N)nc(CSc3n[nH]c(-c4ccccc4)n3)n2)cc1
  TIM10 inh: -8; UPR XBP1 act: 1; tim23-1 inh: -8; CXCR6 inh: -14; UPR CHOP act: -0.4; APJ antagonist: -6; APJ ag: 1; Mdm2-MdmX inh: -2; tim10-1 inh: 7
20) COc1ccc(/C=N/NC(=O)CCc2n[nH]c(=O)[nH]c2=O)cc1O
  TIM10 inh: -21; UPR XBP1 act: -3; tim23-1 inh: -3; CXCR6 inh: 4; UPR CHOP act: 0.0; APJ antagonist: -3; APJ ag: -2; Mdm2-MdmX inh: 19; tim10-1 inh: -8
27) CCOc1ccccc1C(=O)Nc1nccs1
  TIM10 inh: 10; UPR XBP1 act: 6; tim23-1 inh: 29; CXCR6 inh: 6; UPR CHOP act: -0.2; APJ antagonist: -2; APJ ag: -2; Mdm2-MdmX inh: 3; tim10-1 inh: 20

The listing picks up with the 4 entries that preceded the break.
Order of values – TIM10 inh, UPR XBP1 act, tim23-1 inh, CXCR6 inh, UPR CHOP act, APJ antagonist, APJ ag, Mdm2-MdmX inh, tim10-1 inh
[27] CCOc1ccccc1C(=O)Nc1nccs1
 : 10, 6, 29, 6, -0.2, -2, -2, 3, 20
[28] CCC(=O)Nc1nc2ccccc2n1Cc1ccc(C)cc1
 : 16, 2, 15, 29, 2.3, 18, -4, 38, 23
[29] COc1cnc(-c2ccccc2)nc1Oc1ccccc1C
 : -13, -3, 3, 13, -2.6, -2, -4, 10, -14
[30] CC(NC(=O)COC(=O)c1ccc([N+](=O)[O-])s1)c1ccccc1 (configuration not stated)
 : 20, -2, 10, -14, 2.2, -52, 6, 26, 18
[31] CS(=O)(=O)c1ccc(C(=O)Nc2nc(-c3ccco3)c(-c3ccco3)s2)cc1
 : 11, -1, -4, 11, -0.3, -63, -1, 14, -2
[32] COc1ccc2c(c1)c(C(=O)O)c(C)n2CCc1ccc(OC)c(OC)c1
 : 0, 0, 14, -23, 0.6, 3, -1, -6, 2
[33] CCC1CCCCN1CCNC(=O)C1CCN(S(=O)(=O)c2cccc3nsnc23)CC1 (configuration not stated)
 : 18, 1, 4, 2, -1.8, 6, 7, -12, 15
[34] COc1ccccc1N(CC(=O)N/N=C(\C)c1ccccc1O)S(=O)(=O)c1ccc(C)cc1
 : 16, -5, 12, 8, 0.8, -9, 1, 52*, 9
[35] Cc1cccc(C)c1NC(=S)NN(Cc1ccccc1)c1ccccc1
 : 0, 7, 0, 3, 0.8, 7, -1, 33, 27
[36] COc1ccccc1CNC(=O)c1cc(-c2ccccc2C)n(CC2CC(c3cccc([N+](=O)[O-])c3)=NO2)n1 (configuration not stated)
 : -1, -3, -8, 0, 1.2, -7, -4, 12, 13
[37] O=C(CC(NC(=O)c1ccccc1)c1ccccc1)Nc1ccc(F)c(F)c1 (configuration not stated)
 : -14, -2, 3, 1, -0.9, -4, 2, 7, -5
[38] COc1cccc2c(=O)n(CC(=O)N3CCc4ccccc43)ccc12
 : -12, -1, 2, -2, 0.7, 10, 4, -5, -4
[39] CC(=O)c1ccc(NC(=O)C(C)NCc2ccccc2Cl)cc1 (configuration not stated)
 : 17, 0, 16, -2, 0.2, -4, -4, -11, 2
[40] Cc1nn(C(C)(C)C)c(OC(=O)c2cccs2)c1Sc1ccccc1
 : 17, 1, 28, 8, 0.2, -3, -5, 23, 26
[41] O=C(CSc1ccc(Cl)cc1)Nc1cccc(-c2nc3ccccc3[nH]2)c1
 : -29, 2, -27, 3, 1.2, -18, 3, 2, 0
[42] Cc1cc(C)n(-c2nc(C(F)(F)F)nc3ccccc23)n1
 : 3, 4, 9, 6, 0.2, -1, -4, 12, 7
[43] O=C(O)c1cccc(NC(=S)N/N=C/c2c[nH]c3ccccc23)c1
 : 11, -3, 7, -6, -2.2, -6, -1, -8, 19
[44] COc1ccc2c(COC(=O)CCS(=O)(=O)c3ccccc3)cc(=O)oc2c1
 : 8, 0, 14, 4, 1.0, 4, -6, 23, 28
[45] CCCCNC(=O)N(c1c(N)n(Cc2ccccc2)c(=O)[nH]c1=O)C1CCCC1
 : -2, -1, 2, -15, -0.6, -1, -3, 25, 15
[46] CCCCOC(=O)Nc1sc2c(c1C(=O)OC)CCC2
 : 1, -6, 15, 7, 2.2, 7, 0, -9, 17
[47] COc1cc(/C=C2/C(=O)NN(c3ccc(F)cc3)C2=O)cc(Cl)c1O
 : -32, -5, 10, 3, -2.1, 32, -5, 6, -84
[48] CCOC(=O)C1CCN(C(=O)c2cn(C)c(=O)c3cc(OC)c(OC)cc23)CC1
 : 1, 2, 22, 2, -1.7, -14, 16, -4, -6
[49] O=C(CN1C(=O)c2ccccc2C1=O)Nc1ccccc1C(=O)NC1CCCCC1
 : 8, -3, 11, -2, -1.1, 5, -1, -17, 33
[50] Cc1cc(O)c(S(=O)(=O)c2ccccc2)c(C)c1NS(=O)(=O)c1ccccc1
 : 0, 3, 24, 10, 3.2, 12, -4, 8, 13
[51] CCCCOc1ccc(C(=O)Nc2ccc(OCC(=O)N3CCOCC3)cc2)cc1
 : 3, -4, 5, -3, 3.6, 2, 2, -9, 5
[52] CN(c1ccc(C(=O)N2CCOCC2)cc1)S(=O)(=O)c1cccs1
 : -11, 17, -6, -6, 0.4, -8, 0, -6, 8
[53] COc1ccc(C(=O)C2CCCN(Cc3cccn3-c3ccccn3)C2)cc1F (configuration not stated)
 : 2, -1, 12, 3, -3.2, 20, -2, 28, 5
[54] COc1ccc(C(=O)Nc2cnn(Cc3c(F)cccc3Cl)c2)cc1OC
 : 12, 4, 16, -6, 2.2, 4, 0, 16, -3
[55] Cc1ccc(C)c(OCc2cc(C(=O)NC(C)c3cnn(C)c3)no2)c1 (configuration not stated)
 : 6, -2, -3, -2, 2.0, 21, -2, 11, -1
[56] COc1ccc(/C=N/NC(=O)c2ccc3c(c2)OCO3)cc1
 : 22, -1, 46, -6, 4.3, 0, 0, -4, 2
[57] CCCCc1nnc(SC(C)C(=O)Nc2nccs2)n1C (configuration not stated)
 : -17, -4, -13, -17, 0.7, 19, -6, 16, -26
[58] Cc1ccc(NC(=S)N2CCC(C(N)=O)(N3CCCCC3)CC2)c(C)c1
 : -19, 0, 7, -4, 0.3, -3, -4, -11, 7
[59] C/C(=N\NC(=O)c1ccn(C)n1)c1ccc(NC(=O)C2CCCC2)cc1
 : 11, -3, 22, -4, 0.7, -19, -1, -23, 11

A portion of the library; count on the stated rates, not on these rows.
